Screening data (PubChem)
LDHA inh: qHTS assay for inhibitors of human lactate dehydrogenase. activity change, % (values are at about 110 or 230 µM). hit rate 0.15% among 480,000. purified LDHA, NADH/diaphorase-resazurin fluorescence; stronger effect = lower value. L-lactate dehydrogenase A chain (Homo sapiens), P00338; in the data active means activity change below about -30%; inconclusive means mostly about -25% to -30%;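 further: plate controls were DMSO wells for no effect and wells without enzyme for full effect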
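Human LDH5 at 2 nM final in Tris HCl pH 7.4 with 0.06 mM NADH and 0.2 mM pyruvate, reacted 5 minutes at room temperature. Remaining NADH coupled via diaphorase/resazurin; resorufin fluorescence read at 0 and 20 minutes, normalized to enzyme-free and DMSO wells.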
Glioma ERSR ind: qHTS for Inducers of the Endoplasmic Reticulum Stress Response (ERSR) in Human Glioma: qHTS; hit rate 0.02% among 420,000; U87-MG GRP78 promoter luciferase reporter, 16 h; Potency, µM, without a hit: at the highest dose activation, most hits filed as activators; further: potency means the concentration at half of the fitted maximal effect; series mostly up to about 76 µM; % of control where 0% means no effect; nearly all actives have a fitted effect of over 35% in size
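Stably transfected U87-MG glioma cells carrying a GRP78-based luciferase sensor; 16 h compound incubation. Luminescence end-point read 10 min after Bright-Glo addition at room temperature.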
Vif-A3F inh: qHTS for Inhibitors of Vif-A3F Interactions: qHTS; AID 602313, 2012; Potency, µM (top dose mostly 46.1 µM), without a hit: top-dose activity, negative = active; HeLa A3F-eYFP + Vif (tagged APOBEC3F with the HIV-1 protein that degrades it), YFP fluorescence increase; hit rate 0.2% among 390,000; further: potency means the concentration at half of the fitted maximal effect; % of control where 0% means no effect; nearly all actives have a fitted effect of over 65% in size
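HeLa cells stably expressing Vif plus C-terminally eYFP-tagged A3F were seeded, incubated overnight at 37 deg C, dosed with compound, incubated overnight again at 37 deg C. Yellow fluorescence (Ex 488/Em 500-530) reported blocked Vif-mediated A3F-eYFP degradation.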
RXFP1 ag: qHTS Assay for Agonists of the Relaxin Receptor RXFP1 | AID 2676, 2010 | hit rate 0.3% among 370,000 | Relaxin receptor 1 (Homo sapiens), Q9HBX9 | Potency, µM (titrated, usually from 57.5 µM), without a hit: at the highest dose activation, actives largely listed as activators | HEK293T-RXFP1 cAMP TR-FRET, 30 min; response scale: percent of porcine relaxin response, buffer zero; further: potency means the concentration at half of the fitted maximal effect; on the % scale 0 is the no-effect control and ±100 the full control effect; nearly all actives have a fitted effect of over 60% in size; many of its hits are not listed in these tables
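Agonist response is measured as cAMP accumulation in an RXFP1-transfected HEK293T line under PDE4 inhibition. Values are scaled between buffer-only and 29 nM porcine relaxin, and EC50s come from standard Hill equation fits.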
D2 potentiator: HTS Assay for Positive Allosteric Modulators of the Human D2 Dopamine Receptor: Primary Screen for Potentiators; D(2) dopamine receptor (Homo sapiens), P14416; HEK293 T-REx D2, calcium flux, EC20 dopamine potentiation; potentiation, % at 10 µM; hit rate 0.34% among 340,000; AID 485347, 2010;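 active means potentiation over 3 SD above the plate norm, cut at about 30% in these data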; further: 0% is about no effect
Target sequence (P14416 whole entry, looked up): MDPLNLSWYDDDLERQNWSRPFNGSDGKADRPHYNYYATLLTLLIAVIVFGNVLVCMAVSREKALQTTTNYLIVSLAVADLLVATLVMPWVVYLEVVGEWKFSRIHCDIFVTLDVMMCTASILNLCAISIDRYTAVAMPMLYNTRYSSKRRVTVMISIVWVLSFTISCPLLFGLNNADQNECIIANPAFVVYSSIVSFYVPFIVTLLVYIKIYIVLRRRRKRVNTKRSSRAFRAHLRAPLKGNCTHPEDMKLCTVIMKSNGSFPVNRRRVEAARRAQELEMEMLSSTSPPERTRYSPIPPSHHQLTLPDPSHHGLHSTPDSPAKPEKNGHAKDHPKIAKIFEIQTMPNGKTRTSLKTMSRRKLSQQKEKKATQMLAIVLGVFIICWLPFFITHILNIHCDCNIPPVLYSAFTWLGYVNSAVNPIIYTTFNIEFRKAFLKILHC
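Primary screen. Calcium kinetics in induced HEK293 T-REx D2 cells: compound pre-addition 180 s, EC20 dopamine, 180 s more.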
D1 antag: Antagonist of Human D 1 Dopamine Receptor: qHTS. D(1A) dopamine receptor (Homo sapiens), P21728. HEK293 TREx D1 cells, calcium flux, dopamine EC80; stronger effect = lower value. activity change, negative = inhibition, % at 10 µM. hit rate 3.2% among 360,000. AID 504652, 2011; in the data active means activity change below about -30%; further: on the % scale 0 is the no-effect control and ±100 the full control effect
Target sequence (P21728 whole entry, looked up): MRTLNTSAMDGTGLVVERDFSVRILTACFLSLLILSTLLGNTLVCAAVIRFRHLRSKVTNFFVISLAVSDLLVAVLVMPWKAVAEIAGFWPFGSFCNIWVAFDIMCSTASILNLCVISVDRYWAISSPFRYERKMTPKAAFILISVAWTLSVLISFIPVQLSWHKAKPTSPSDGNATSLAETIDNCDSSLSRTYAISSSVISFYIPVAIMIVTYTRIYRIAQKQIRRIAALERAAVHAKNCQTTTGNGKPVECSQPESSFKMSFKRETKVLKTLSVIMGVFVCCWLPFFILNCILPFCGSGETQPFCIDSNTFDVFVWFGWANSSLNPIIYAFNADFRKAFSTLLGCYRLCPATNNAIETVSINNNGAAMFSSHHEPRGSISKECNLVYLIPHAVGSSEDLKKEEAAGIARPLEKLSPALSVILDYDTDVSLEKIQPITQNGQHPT
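HEK293 T-REx cells expressing inducible, force-coupled D1 receptor; no-wash Ca dye, 30–90 min RT. Cmpd → 180 s read at 1 Hz → EC80 DA → 180 s read.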
D1 ag: Allosteric Agonists of the Human D1 Dopamine Receptor: qHTS; D(1A) dopamine receptor (Homo sapiens), P21728; HEK293 T-REx D1 cells, calcium flux, agonist mode; activation, % at 2 µM; hit rate 1% among 360,000; in the data active means activation above about 30%; further: 0% is about no effect
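Agonism was scored from calcium flux recorded over 180 s (1 read/s) after pintool compound addition, following a 10-cycle baseline. Cells were inducible force-coupled HEK293 TREx D1, plated overnight at 30 C and loaded with no-wash calcium dye.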
Vif-APOBEC3G blk: qHTS for Inhibitors of Vif-A3G Interactions: qHTS; DNA dC->dU-editing enzyme APOBEC-3G (Homo sapiens), Q9HC16; HeLa A3G-eYFP + Vif (tagged APOBEC3G with the HIV-1 protein that degrades it), YFP fluorescence, overnight; Potency, µM (titrated, usually from 46.1 µM), for the others: top-dose activity, negative = active, actives largely listed as inhibitors; hit rate 0.076% among 410,000;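 further: potency means the concentration at half of the fitted maximal effect; on the % scale 0 is the no-effect control and ±100 the full control effect; nearly all actives have a fitted effect of over 60% in size; hits raise eYFP signal because A3G escapes Vif-driven loss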
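HeLa cells stably expressing Vif and C-terminally eYFP-tagged A3G, seeded overnight at 37 deg C, then exposed to compound by pintool overnight at 37 deg C. Rise in yellow fluorescence (Ex 488/Em 500-530, Acumen) marks blocked Vif-driven A3G degradation.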
D1 PAM: Potentiators of Human D1 Dopamine Receptor: qHTS; D(1A) dopamine receptor (Homo sapiens), P21728; HEK293 TREx D1 cells, calcium flux, dopamine EC20 potentiation; potentiation, % at 10 µM; hit rate 0.036% among 360,000; in the data active means potentiation above about 30%; further: 0% is about no effect
Starred values were filed as active, the others as inactive; ? = inconclusive; . = not tested or not shown. Unless noted, the call rests on the fitted dose curve; in most records, active means well fitted curve in the direction sought with a large enough effect; inconclusive means small, poorly fitted or top-dose-only effect, or another doubt; inactive means no such curve, though single readings can be large; an effect the other way counts as inactive or inconclusive. A portion of the library; count on the stated rates, not on these rows.

The line under a structure holds: LDHA inh	Glioma ERSR ind	Vif-A3F inh	RXFP1 ag	D2 potentiator	D1 antag	D1 ag	Vif-APOBEC3G blk	D1 PAM
- CC1CC(NC(=O)c2c(O)nc3ccccn3c2=O)CC(C)(C)C1 (stereo not drawn)
→ -0.7	-4.6%	-1.2%	.	.	.	.	-1.7%	.
- O=C(c1cc(-c2ccccc2O)on1)N1CCc2ccccc2C1
→ -0.8	-2.6%	0.5%	2.3%	4.3	-32.4*	2.5	-0.8%	-5.5
- COc1cc(C(=O)Nc2ccc(NC(=O)c3ccc(Br)cc3)cc2)cc(OC)c1OC
→ -15.2	-2.7%	-3.5%	13.2%	-1.4	-4.5	1.0	1.5%	0.7
- C#CCn1c(=O)n(-c2cccc(Cl)c2C)c(=O)c2c3c(sc21)CN(C(C)=O)CC3
→ -2.2	5.0%	-17.6%	0.4%	-15.7	24.9	-0.7	-7.9%	3.0
- CCOc1ccc(CCNC(=O)C2CCN(C(=O)N3CC(CC)Oc4ccc(C)cc43)CC2)cc1 (stereo not drawn)
→ -3.7	-4.0%	2.1%	-4.4%	-4.8	-2.3	0.7	3.2%	-0.9
- CC1CC(C)CN(S(=O)(=O)c2cccc(C(=O)N3CCN(c4ccc(F)cc4)CC3)c2)C1 (stereo not drawn)
→ 0.2	-3.4%	-0.9%	-0.4%	-3.4	-2.3	4.5	3.2%	5.5
- CCCCOC(=O)N1CCOCCOCCN(C(=O)OCCCC)CCOCCOCC1
→ -0.6	-7.5%	2.6%	2.6%	-6.8	6.9	1.4	3.8%	-5.7
- COc1ccc(S(=O)(=O)N2CCCCCC2)cc1C(=O)OCc1c(C)noc1C
→ -5.5	-2.6%	1.5%	3.8%	7.0	4.2	2.4	-1.7%	-2.7
- COc1ccc(C2=C(C#N)C(=O)OC2)cc1
→ 0.6	0.7%	-4.8%	-0.1%	.	.	.	?	.
- CCN(CC)C(=S)SC1CCCCN(C(=O)c2ccccc2)C1=O (stereo not drawn)
→ 1.4	1.1%	-12.7%	-0.2%	.	-0.4	1.1	2.2%	-9.2
- CCC(NS(=O)(=O)c1ccc2c(c1)Cc1cc(S(=O)(=O)NC(CC)C(=O)O)ccc1-2)C(=O)O (stereo not drawn)
→ 0.2	-2.8%	0.0%	1.0%	7.6	-1.6	0.3	2.3%	3.4
- Cc1nn(CCC(=O)NNC(=S)Nc2ccccc2)c(C)c1Br
→ 2.4	-2.2%	-8.4%	-2.7%	4.4	5.1	2.7	-1.9%	-3.4
- CCN1CCN(c2cc(C)c3cc(NC(=S)NCCCN4CCc5ccccc5C4)ccc3n2)CC1
→ 1.2	-5.7%	-6.4%	0.9%	-32.0	3.6	1.4	3.2%	-0.8
- CCOc1cc(C)c(S(=O)(=O)Nc2ccc3cn[nH]c3c2)cc1C
→ 6.2	0.3%	1.6%	0.6%	12.8	-13.1	32.6*	0.9%	3.5
- COc1cc(C)nc(NS(=O)(=O)c2ccccc2Cl)n1
→ 5.3	-2.2%	5.8%	-0.7%	-4.4	-9.8	0.5	1.4%	-4.2
- O=C(O)c1ccccc1-c1ccccc1C(=O)Nc1ccc2oc(=O)c3ccccc3c2c1
→ -11.4	-0.3%	4.8%	.	.	.	.	-13.5%	.
- Cc1ccc(S(=O)(=O)/C=C/c2ccccc2)cc1
→ -7.8	-3.9%	-13.2%	0.8%	-0.8	27.4	2.8	-0.8%	9.2
- CCC(=O)c1ccc(OCc2ccc(C(=O)OC)o2)c(OC)c1
→ 1.4	3.0%	-1.3%	4.2%	9.9	8.1	6.0	2.4%	3.6
- CCCn1c(SCC(=O)Nc2ccccc2N2CCOCC2)nc2c1c(=O)n(C)c(=O)n2C
→ -6.1	-3.0%	-1.7%	6.2%	9.9	0.4	7.0	0.3%	-5.5
- CCN1C(=O)N[C@@H](c2ccccc2)[C@H](C(C)=O)[C@H]1C
→ -6.0	-2.4%	11.7%	.	.	.	.	0.4%	.
- CC(=O)N1CCOc2ccc(S(=O)(=O)NCc3ccccc3Cl)cc21
→ -4.9	-4.1%	-1.9%	2.5%	-19.8	-32.1*	0.8	1.1%	-4.2
- CCc1ccc(-c2csc3nc[nH]c(=O)c23)cc1
→ -7.8	3.2%	3.5%	0.3%	11.4	-10.6	2.4	0.7%	-6.8
- COc1ccc(/C=C/C(=O)OCC(=O)c2ccc(S(=O)(=O)N3CCCCC3)cc2)cc1OC
→ -3.9	-3.4%	0.8%	0.8%	7.6	-54.6*	4.9	-5.5%	-7.3
- CC(=O)c1c(C)[nH]c(C(=O)COC(=O)CN(C)S(=O)(=O)c2ccc(Cl)cc2)c1C
→ -9.1	-3.3%	-4.7%	0.2%	13.4	-16.7	5.4	-4.2%	-6.4
- O=C(CN1CCCC1)Nc1cc(F)ccc1F
→ -10.6	-4.6%	-0.6%	1.3%	0.0	22.7	16.1	0.4%	-6.2
- CC1CCC2(CC1)SCC(=O)N2c1ccc(F)cc1 (stereo not drawn)
→ -5.9	-5.7%	3.3%	-1.8%	5.2	1.6	1.4	-3.6%	4.2
- N/C(=N\OC(=O)Nc1ccccc1)c1ncc(C(F)(F)F)cc1Cl
→ -7.1	4.7%	-1.3%	-0.2%	10.7	-9.7	4.2	3.1%	-0.1
- COC(=O)c1ccccc1NC(=O)CN(Cc1ccc(Cl)cc1)S(C)(=O)=O
→ -2.0	-2.8%	-4.6%	0.6%	7.7	-10.4	4.0	0.4%	-7.7
- Cn1c(/C=C/c2cccc([N+](=O)[O-])c2)nc2ccccc2c1=O
→ -8.5	-4.9%	-6.4%	7.0%	-5.0	-3.1	0.2	-0.1%	-1.6
- CN(C)CCCN(C(=O)c1ccc2c(c1)CCCC2)c1nc2cc3c(cc2s1)OCO3
→ 0.8	-4.1%	-8.3%	-5.1%	-6.3	-27.4	39.5*	8.4%	-1.6
- O=C(COC(=O)/C=C/c1cccc([N+](=O)[O-])c1)Nc1ccc(Cl)cn1
→ -6.0	-3.2%	-19.6%	1.8%	13.3	-49.3*	3.8	-2.5%	-5.8
- O=C(O)C1=C[C@@H](c2ccccc2)C[C@@H](OCCCCO)O1
→ -11.3	0.1%	-8.4%	.	.	.	.	-2.4%	.
- CC1(c2nnc(Cc3ccccc3)o2)CC(c2cccnc2)=NO1 (stereo not drawn)
→ -0.2	-1.9%	3.9%	.	.	.	.	-1.2%	.
- COc1ccc(CCCNC(=O)C2CCC(=O)N(Cc3ccccc3F)C2)cc1 (stereo not drawn)
→ 0.4	-0.5%	-8.1%	1.0%	.	-10.6	2.4	2.8%	0.2
- CSc1ncccc1C(=O)OCc1ccc(C#N)cc1
→ -6.4	-5.9%	0.5%	11.5%	1.4	-4.2	1.9	-1.0%	0.4
- COc1cccc(OCCNCc2ccccc2)c1
→ -16.3	-2.9%	8.2%	-0.5%	-29.6	-17.7	4.5	2.6%	33.6*
- CNC(=O)Nc1cc(NC(=O)NC)cc(C(F)(F)F)c1
→ 4.3	-2.9%	9.6%	-0.6%	-0.9	3.4	-0.2	-0.6%	-3.1
- COc1ccc(CCNC(=O)COC(=O)c2ccc(C)s2)cc1OC
→ -2.6	-2.7%	0.1%	0.5%	-4.2	-33.4*	6.9	-9.2%	-11.8
- CCCCN1C=C(C(=O)OC)C(c2ccccc2Cl)C(C(=O)OC)=C1
→ 0.3	-5.4%	-2.7%	4.3%	-6.3	-13.2	2.0	-1.6%	-2.4
- CCN1C[C@@H]2[C@@H]3C(=O)N(Cc4ccccc4)C(=O)[C@@H]3[C@](Cc3ccccc3)(C1=O)N2C(=O)c1ccc(C(F)(F)F)cc1
→ -0.9	-1.1%	-21.5%	.	.	.	.	1.8%	.
- CCOC(=O)c1c(C)[nH]c(C(=O)COC(=O)CNS(=O)(=O)c2ccc(C)cc2)c1C
→ -5.7	-3.8%	2.0%	2.3%	.	-10.8	4.7	-2.5%	-4.2
- O=C(c1cccs1)N1CCN=C1SCc1ccccc1
→ -2.7	2.4%	-9.6%	-0.1%	-2.9	-7.5	1.6	-11.7%	-3.1
- NS(=O)(=O)c1ccc(NC(=O)c2ccc(S(=O)(=O)N3CCCCC3)cc2)cc1
→ 0.8	-3.0%	-5.4%	.	.	.	.	4.9%	.
- Cn1c(NCc2ccccc2F)nc2ccccc21
→ -1.6	0.0%	4.8%	0.2%	-6.5	16.7	-3.3	0.2%	-1.8
- O=C(O)C(Cc1ccccc1)NC(=O)C(Cc1ccccc1)NC(=O)C12CC3CC(CC(C3)C1)C2 (stereo not drawn)
→ -8.0	3.1%	-11.6%	.	.	.	.	0.0%	.
- COc1nc(N(C)S(=O)(=O)c2ccc(C)cc2)nc(C)c1Br
→ -5.5	-3.1%	-0.7%	-2.5%	5.8	-12.0	-0.6	0.7%	-0.8
- CC1CN(S(=O)(=O)c2cccc(C(=O)NN3CCN(C)CC3)c2)CC(C)O1 (stereo not drawn)
→ -3.5	-0.2%	-0.2%	0.5%	-3.1	-12.7	1.0	1.0%	-4.8

Gathered by group, the compounds so far with an aryl thioether with sulfur outside any ring.
The line under a structure holds: LDHA inh	Glioma ERSR ind	Vif-A3F inh	RXFP1 ag	D2 potentiator	D1 antag	D1 ag	Vif-APOBEC3G blk	D1 PAM
- CCCn1c(SCC(=O)Nc2ccccc2N2CCOCC2)nc2c1c(=O)n(C)c(=O)n2C
→ -6.1	-3.0%	-1.7%	6.2%	9.9	0.4	7.0	0.3%	-5.5
- CSc1ncccc1C(=O)OCc1ccc(C#N)cc1
→ -6.4	-5.9%	0.5%	11.5%	1.4	-4.2	1.9	-1.0%	0.4
